# Yfh1-depleted yeast – mitochondrial function rescue without frataxin homolog – Friedreich's ataxia, plus single-dose screen, dose response (AID 1465) | S. cerevisiae Yfh1-off respiration, WST-1 reduction, 72 h; higher fold induction means a stronger effect | one-dose fold induction at 50 µM; EC50 in µM for titrated hits | actives 0.074% (n = 220,000);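 active = fold induction of absorbance versus untreated yeast above a set limit, then at least 30% activation at any dose in follow-up; inconclusive = repeats straddling the limit, or above it without dose testing; inactive = fold induction below the set limit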;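 also: activators that raise dye reduction in frataxin-depleted yeast; strong numbers were not always called active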
# Dynein cargo inh – dynein cargo transport inhibition; actives 0.47% (n = 220,000); z-score, hits read low; 3617.4 mouse cells, GR-EGFP nuclear translocation imaging; test concentration mostly 20 µM; stimulated with dexamethasone, 1 µM; active compounds read low;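 active = plate z-score of nuclear minus cytoplasmic receptor signal below a set negative limit, without overly bright fluorescence or cell loss, cut at about -3.5 in these data, passing the limit was not always enough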;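 also: z-score of nuclear minus cytoplasmic ring GR-EGFP intensity difference per well; some compounds called inactive have numbers as strong as hits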
#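 Buffer or medium – tet-free medium with charcoal-stripped serum · Signal – automated 10x imaging of fixed Hoechst-stained cells · Also added – dexamethasone agonist, 1.0 µM final, for 30 min · Incubation – induction 48 h, compound 1 h, agonist 30 min · Read-out – GR-EGFP nuclear translocation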
# Autophagy HCS – alters autophagy in cells; MEF GFP-LC3 puncta imaging; test concentration mostly 10 µM; calls only at 10 µM (by protocol); actives 0.98% (n = 190,000); AID 463193;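 active = percentage of spot-positive cells more than 3 SD above its plate mean, without a fluorescence outlier flag or 80% toxicity; inconclusive = no clear call, values can overlap the other calls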;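 also: spot-positive cell cutoff set from DMSO-treated cells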
# bCat nuc transl – modulators of beta-catenin nuclear translocation; HeLa beta-catenin nuclear translocation, immunofluorescence imaging; nuclear translocation activity, % at 5 µM; actives 0.3% (n = 190,000); AID 1665;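 active = nuclear translocation activity above 50% at 5 µM, with a well cell count of 50 or more; inconclusive = wells under 50 cells across six images, flagged as toxic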;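 also: per-cell ratio of nuclear to cytoplasmic median beta-catenin stain intensity; plate controls were DMSO negative control for no effect and GSK-3 inhibitor IX positive control for full effect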
#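 Signal – beta-catenin immunofluorescence imaging with DAPI · Test system – human HeLa cell line · Dosing – 5 µM primary single dose, 0.1% DMSO, 0.02–20 µM confirmation series · Measure – % activation, nuclear-to-cytoplasmic median beta-catenin signal ratio per cell · Incubation – 24 h compound exposure at 37°C, 5% CO2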
# WT yeast gro inh – growth inhibition of WT yeast, mitochondrial fusion screen | inhibition, % at 10 µM | actives 2.1% (n = 190,000) | mitochondrial fusion phenotypic screen, WT strain; in the data active = inhibition above about 58%; tested in S. cerevisiae
# MT stabilize HCS – stabilizes microtubules in HeLa cells; HeLa tubulin immunostaining HCS, 24 h; share of cells brighter than vehicle mean+2SD; % tubulin-high responders, % at 10 µM; actives 0.83% (n = 200,000);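 active = plate Z-score above 3 for both tubulin-high and condensed-nucleus cell shares, with cell loss under 80%, at 10 µM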;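 also: anti alpha tubulin signal scored within the nucleus-defined area of each cell; some results filed as inactive read as strong as hits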
# P. falciparum M1AAP – malaria alanyl aminopeptidase activity blockers – biochemical, fluorogenic H-Leu-NHMec substrate, 1536-well (AID 1445). recombinant M1AAP, H-Leu-NHMec fluorogenic kinetic assay; higher % means a stronger effect. inhibition, % at 30 µM; hits with a dose series show IC50 in µM. actives 0.42% (n = 220,000);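 active = primary inhibition above the hit cutoff, then over 50% inhibition at one or more dose response concentrations, cut at about 23% in these data, passing the limit was not always enough; inconclusive = conflicting primary data, or primary hits not chosen for dose response; inactive = low primary inhibition, or under 50% at every dose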;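 also: plate controls were DMSO full reaction for no effect and no enzyme background for full effect; strong numbers were not always called active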
# T cell HTS – T cell immune modulation candidate; calls only at 7 µM; actives 0.068% (n = 330,000); 2C CD8+ T cell-vesicle binding, flow cytometry; active compounds read low; AID 2052;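 active = response, share of CD8 T cells binding vesicles, and their 90th percentile fluorescence all below set limits, cut at about 80% in these data, passing the limit was not always enough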
#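 Assay system – 2C mouse CD8+ T cells · Also added – QL9-loaded Drosophila micro-vesicles · Timing – Cell–vesicle co-incubation 1.5 h at 37 °C, staining 20 min on ice · Signal – flow cytometry of vesicle-bound cells · Measure – percent CD8+ FL2 mean versus row control · Controls – Peptide-free naked vesicles (low) and QL9 vesicles with 0.7% DMSO vehicle (high)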
# P. falciparum M17LAP – P. falciparum M17LAP inhibitors, primary screen, biochemical, fluorogenic H-Leu-NHMec substrate, 1536-well (AID 1619). actives 0.38% (n = 220,000). inhibition, % at 30 µM; hits with a dose series show IC50 in µM. recombinant M17LAP, H-Leu-NHMec fluorogenic kinetic assay; higher % means a stronger effect;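 active = compound inhibiting the enzyme by more than half at any dose during confirmatory dose-response retesting; inconclusive = strong single-dose inhibitors picked by rank but not retested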;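 also: plate controls were full reaction with DMSO carrier for no effect and no enzyme background for full effect; strong numbers were not always called active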
# WT yeast gro inh mutant strain – also measured in WT yeast gro inh; calls as there; inhibition, %; mitochondrial fusion phenotypic screen, mutant strain inhibition
# Dynein cargo inh cytoplasmic EGFP – second read-out of Dynein cargo inh, no call of its own (marks repeat the call); z-score; measured here: cytoplasmic GR-EGFP intensity; active compounds read high
# Dynein cargo inh nuclear GR-EGFP – further read-out of Dynein cargo inh, marked with its call; z-score; measured here: nuclear GR-EGFP intensity;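 lower value marks the stronger effect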
# Dynein cargo inh cell count – also measured in Dynein cargo inh; calls as there; z-score; measured here: cell count per field
# bCat nuc transl cell count 5 µM – second read-out of bCat nuc transl, no call of its own (marks repeat the call); cell count; measured here: cell count, cytotoxicity flag
# T cell HTS vesicle-bound % – also measured in T cell HTS; calls as there; double positive events, %; measured here: CD8+ vesicle-bound cell fraction;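 binding gate set so that unloaded-vesicle control wells show 10% double positive cells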
# MT stabilize HCS Hoechst-high % – second read-out of MT stabilize HCS, no call of its own (marks repeat the call); % Hoechst-high responders; measured here: nuclear condensation Hoechst responders;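 share of cells brighter than vehicle mean plus two SD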
# MT stabilize HCS cytotoxicity % – recorded beside MT stabilize HCS, whose call it bears; toxicity, %; measured here: cytotoxicity by cell density;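 0% = mean cell density of plate MIN control wells and 100% = no cells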
# Autophagy HCS cell loss 18 h – second read-out of Autophagy HCS, no call of its own (marks repeat the call); toxicity, %; measured here: cell loss, nuclei count;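 cell loss after 18 h compound exposure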
# An asterisk follows results filed as active; i = inactive; ? = inconclusive; / = not tested or not shown. Only part of the results is shown. The share of hits here may be higher or lower than overall.
SMILES,Yfh1-depleted yeast,Dynein cargo inh,Dynein cargo inh cytoplasmic EGFP,Dynein cargo inh nuclear GR-EGFP,Dynein cargo inh cell count,Autophagy HCS,Autophagy HCS cell loss 18 h,bCat nuc transl,bCat nuc transl cell count 5 µM,WT yeast gro inh,WT yeast gro inh mutant strain,MT stabilize HCS,MT stabilize HCS Hoechst-high %,MT stabilize HCS cytotoxicity %,P. falciparum M1AAP,T cell HTS,T cell HTS vesicle-bound %,P. falciparum M17LAP
CCCC[N+]12CCC(CC1)C(Cc1ccccc1)C2 (stereo not given),i,1.2,-0.19,1.2,-0.96,/,/,0.8,1333,/,/,/,/,/,-1%,i,24,-3%
CCCC12CN3CCN(CC(C3)/C1=N\NC(=O)c1ccncc1)C2,i,-0.043,-0.36,-0.0059,0.4,i,-4,-0.6,1027,-2,-4,1.8,1.4,5.3,10%,i,37,5%
O=c1[nH]c(=O)n(CCc2ccccc2)c(O)c1C=NCCN1CCNCC1,/,0.16,-0.24,0.13,0.66,i,-3,4.2,1359,-28,-9,4.0,2.9,8.0,7%,i,10,6%
O=C1/C(=C\c2ccccc2)C2OCC=C3CN4CCC56c7ccccc7N1C5C2C3CC46 (stereo not given),i,-0.27,-0.15,0.29,-0.67,/,/,0.0,1333,/,/,/,/,/,7%,i,55,27%
O=[N+]([O-])c1cc([As](=O)(O)c2ccc(O)c([N+](=O)[O-])c2)ccc1O,i,0.51,-0.21,0.039,-0.2,/,/,-1.8,1027,/,/,/,/,/,4%,i,13,0%
COc1ccc(C2SCC(=O)Nc3c2c(=O)[nH]n3C2CCCCC2)cc1 (stereo not given),i,0.57,-0.29,0.33,-0.13,i,5,3.5,1076,6,12,3.5,2.1,3.2,-7%,i,36,-11%
COC(=O)C(O)(c1c(C)[nH]n(-c2ccccc2)c1=O)C(F)(F)F (stereo not given),i,-0.0091,-0.37,0.32,-0.013,i,13,-0.2,899,15,17,2.4,2.1,9.3,5%,i,24,13%
Cc1ccc(N2C(=O)/C(=C/c3ccc(CN(CCC#N)S(C)(=O)=O)o3)C(=O)NC2=S)cc1C,i,-0.51,-0.18,-0.36,0.089,i,-29,/,/,-11,3,4.1,1.5,3.4,13%,i,39,22%
O=c1[nH]c(=S)n(CCC2=CCCCC2)c(O)c1C=NCCCn1ccnc1,i,0.27,-0.11,0.22,0.59,i,-3,/,/,-3,-1,1.0,1.2,10,17%,i,38,1%
CN1C2CCC1C(COC(=O)c1ccccc1)C(O)C2 (stereo not given),i,-0.18,-0.27,-0.14,0.75,/,/,7.4,959,/,/,/,/,/,-1%,i,8,-2%
N#CC1=C(N)Oc2c(c(=O)sc3ccccc23)C1c1cccnc1 (stereo not given),i,-0.75,-0.21,-0.6,0.69,i,-8,9.3,899,7,-3,10,12,14,0%,i,12,14%
Cc1cc(OC(=O)c2cccs2)c2c3c(c(=O)oc2c1)CCCC3,i,-0.63,-0.17,-0.14,-0.3,i,10,-2.1,1135,38,2,3.3,2.0,0.8,0%,i,40,-3%
CCCCCSc1cc(OC)c(CCNC)cc1OC,i,2.3,3.7,2.3,-4.3,i,-4,-1.9,1151,6,26,1.9,2.2,6.8,7%,i,43,3%
N[C@@H](Cc1c[nH]c2ccccc12)c1nnc(SCc2ccc(Cl)cc2)o1,i,0.054,-0.14,0.045,0.42,i,50,-4.5,1009,62*,30*,2.0,1.5,5.0,-7%,i,13,3%
Cc1ccc2cccc(OC(=O)N(C)c3ccccc3)c2n1,i,1.4,0.81,1.8,-0.69,i,20,-0.1,842,8,5,2.4,2.2,1.6,0%,i,22,-4%
O=C1NC(=O)C(Cc2cccs2)C(=O)N1,i,-0.24,0.2,-0.076,0.49,i,-4,-3.9,1178,-17,11,3.0,2.1,6.7,11%,i,51,2%
COc1ccc(NC(c2ccccc2F)P(=O)(Oc2ccccc2)Oc2ccccc2)cc1 (stereo not given),i,-0.76,-0.24,-0.47,0.085,i,6,-0.5,1054,-1,-4,2.1,1.2,2.0,?,i,48,8%
COc1cc(O)c(C(=O)O)c(-c2cc(O)c(O)cc2C)c1,i,-1.8,-0.31,-0.84,1.6,/,/,1.7,1124,/,/,/,/,/,5%,i,21,11%
CCN1CCN(c2ccc([N+](=O)[O-])cc2C=C2C(=O)NC(=O)NC2=O)CC1,i,0.89,-0.17,1.4,-2.1,i,-4,-1.2,1025,14,-16,2.0,2.8,8.8,3%,i,51,27%
CCC(=NCC1CCCO1)c1c(O)[nH]c(=O)[nH]c1=O (stereo not given),i,0.17,-0.34,0.24,0.23,i,21,-0.4,1402,/,/,2.6,2.0,6.7,2%,i,38,6%
CCOC(=O)C1=C(C)OC(N)=C(C(=O)OCC)[C@@]12C(=O)N(CC(N)=O)c1ccccc12,i,-1.6,-0.089,-0.78,1.9,i,-13,-4.8,1156,1,-4,1.5,4.6,13,-8%,i,44,4%
Cc1cc(OC(=O)N(C)C)nc(-c2ccc(C)c(Cl)c2)n1,i,-0.87,-0.25,-0.35,1.2,/,/,-0.2,1238,/,/,/,/,/,8%,i,38,5%
CCOC(=O)C(O)(c1ccc(NC(=O)NC)cc1)C(F)(F)F (stereo not given),i,0.61,-0.21,0.31,-0.26,/,/,-1.2,1349,/,/,/,/,/,5%,i,44,-3%
CN(CCc1nnc(N)s1)[N+](=O)[O-],i,1,-0.36,0.64,-0.24,i,11,-1.3,1157,-9,2,11,1.9,5.4,3%,i,33,-5%
Cc1ccc(N2C(=O)NC(=O)C(CCc3ccccn3)(Cc3cccc(Cl)c3Cl)C2=O)cc1 (stereo not given),i,1.3,0.0024,1.1,-1.8,i,2,-1.2,1098,11,2,3.9,2.2,10,12%,i,0,-8%
CCOC(=O)C(O)(c1ccc(NC(=O)Oc2ccccc2)cc1)C(F)(F)F (stereo not given),i,0.0076,-0.23,0.034,0.67,i,16,-2.1,490,-15,-12,2.6,2.7,7.1,-4%,i,42,-1%
COc1ccccc1OCC#CCN1CCCC1,i,0.69,-0.25,1,-1.2,i,4,0.9,1446,-10,2,5.7,3.4,7.5,-1%,i,45,0%
C/C(=N\Nc1ccccc1)c1c(O)n(Cc2ccccc2)c(=O)[nH]c1=O,i,-0.79,-0.27,-0.55,0.12,i,5,-3.1,1043,31,24,2.1,2.8,4.9,-3%,i,38,7%
CCCCc1nc(N2CCNCC2)c(C#N)c2c1CSC(C)(C)C2,/,-2.8,0.47,-1.2,-4.7,i,-5,-1.3,1112,1,17,3.6,3.7,3.3,4%,i,48,4%
Cc1ccc2c(c1)C1CN(C)CCC1N2C(=O)c1cccnc1Cl (stereo not given),i,-0.16,-0.22,0.46,-0.13,/,/,-1.6,1353,/,/,/,/,/,3%,i,30,-15%
CCCCn1c(O)c(C(C)=Nc2ccc(C(=O)O)cc2)c(=O)[nH]c1=O,i,-0.23,0.12,-0.028,0.17,i,4,-0.2,1142,-13,-13,0.9,1.9,8.6,16%,i,62,18%
CCCNC(=O)c1c(N)n(CC2CCCO2)c2nc3ccccc3nc12 (stereo not given),i,-0.19,-0.17,0.02,0.28,i,10,-3.5,895,10,12,1.9,3.0,11,10%,i,13,-75%
Cc1ccc(C)c(NC(=S)NCCc2cnc[nH]2)c1,i,-0.15,-0.24,0.029,0.45,/,/,-0.3,1324,/,/,/,/,/,6%,i,35,20%
Nc1c(C(=O)NCc2ccco2)c2nc3ccccc3nc2n1Cc1ccccc1,i,-0.34,-0.12,0.36,0.46,i,-2,2.2,474,14,-12,2.4,2.5,7.8,13%,i,45,-19%
O=C(c1ccc2nc(-c3ccco3)c(-c3ccco3)nc2c1)N1CCC2(CC1)OCCO2,/,/,/,/,/,/,/,0.5,1129,-5,0,/,/,/,13%,i,13,13%
O=C(c1cc(Br)ccc1Cl)N1CCC2(CC1)OCCO2,i,0.096,-0.24,0.3,-0.58,i,-2,/,/,-6,-66,2.1,1.9,8.6,-3%,i,27,-3%

# Screening data (PubChem)
